Bim-Mcl-1 = human Bim-Mcl-1 interaction inhibition | Bead-based flow cytometry, Bim peptide-Mcl-1 binding | Q07820 | hit rate 0.1% among 190,000 | inhibition, % at 10 µM; in the data active = inhibition above about 40%;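 also: 0% = no compound tracer wells and 100% = peptide blocker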
Target sequence (Q07820 whole entry, looked up): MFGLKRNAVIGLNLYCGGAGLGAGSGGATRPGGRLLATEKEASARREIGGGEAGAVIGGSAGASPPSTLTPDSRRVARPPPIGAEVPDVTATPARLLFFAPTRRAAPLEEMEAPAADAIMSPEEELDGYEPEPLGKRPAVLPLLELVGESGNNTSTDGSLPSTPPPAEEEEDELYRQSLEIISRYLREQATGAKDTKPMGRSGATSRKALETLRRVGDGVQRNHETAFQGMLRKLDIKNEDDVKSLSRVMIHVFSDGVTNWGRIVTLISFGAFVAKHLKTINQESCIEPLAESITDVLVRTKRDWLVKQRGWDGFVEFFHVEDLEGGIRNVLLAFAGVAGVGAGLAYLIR
Rac1 wt GTP bind = modulators of human Rac1 wildtype GTP binding; P63000; GST-Rac1 beads, fluorescent GTP binding, flow cytometry; actives lie on both sides; 0 = cold GTP competed, 100 = untreated; GTP binding activity (% of control), % at 10 µM; hit rate 0.27% among 190,000; AID 757;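 active = GTP binding activity at least 20 points away from the 100% control level, either lower or higher; inconclusive = compound flagged as likely green fluorescent, judged across all proteins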
Mcl1-Bid inh = disrupts binding of human Mcl-1 to Bid peptide | Q07820 | TR-FRET Mcl-1/Bid-Dy647 peptide binding, 1536-well | inhibition, % at 21.7 µM | hit rate 0.97% among 220,000;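 active = compounds that cut the binding signal by more than half at the single screening dose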;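 also: His-tagged Mcl-1 with europium anti-His antibody binding Bid BH3 peptide; 0% = Mcl-1 plus peptide wells and 100% = peptide-only wells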
Pf gamet viab = kills late stage P. falciparum gametocytes; P. falciparum stage V gametocytes, ATP luminescence, 24 h; inhibition, % at 10.9 µM; hit rate 0.065% among 150,000; AID 743093;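 active = inhibition above the mean plus 3 SD of compounds within the control limits, set per campaign, cut at about 38% in these data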;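 also: 0% = DMSO wells and 100% = medium only without gametocytes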
Rac1 mut GTP = alters GTP binding to activated mutant human Rac1; GST-Rac1 activated beads, fluorescent GTP binding, flow cytometry; actives lie on both sides; 100% means binding = to untreated wells; percent activity (GTP binding), % at 10 µM; hit rate 0.11% among 190,000;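 active = GTP binding at least 20 percentage points away from the 100% baseline, in either direction, so actives lie on both sides; inconclusive = Compound likely fluorescent itself, or too few beads counted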
Mcl1-Noxa inh = Mcl-1/Noxa interaction inhibition | Q07820 | TR-FRET Mcl-1/Noxa peptide binding, 2 h | inhibition, % at 21.7 µM | hit rate 1.5% among 220,000 | AID 1022;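 active = compounds that cut the protein-peptide binding signal by more than 50% relative to plate controls in a single-dose test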;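 also: His-tagged Mcl-1 with rhodamine Noxa BH3 peptide and terbium anti-His antibody; 0% = Mcl-1 plus Noxa peptide wells and 100% = peptide-only wells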
Cdc42 wt GTP = modulators (inhibitors or activators) of GTP binding to human Cdc42 wildtype; P60953; GST-Cdc42 beads, Bodipy-GTP binding, flow cytometry; actives lie on both sides; percent activity (GTP binding), % at 10 µM; hit rate 0.2% among 190,000;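 active = percent activity GTP binding at least 20 points away from the 100% baseline, either down as inhibitor or up as activator; inconclusive = compound flagged as likely green fluorescent from well-wide comparison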;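 also: median bead fluorescence of bound Bodipy-FL-GTP at 100 nM; 0% = excess unlabeled GTP control and 100% = no compound control; below 100% means less GTP binding so inhibitor and above means activator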
Target sequence (P60953 whole entry, looked up): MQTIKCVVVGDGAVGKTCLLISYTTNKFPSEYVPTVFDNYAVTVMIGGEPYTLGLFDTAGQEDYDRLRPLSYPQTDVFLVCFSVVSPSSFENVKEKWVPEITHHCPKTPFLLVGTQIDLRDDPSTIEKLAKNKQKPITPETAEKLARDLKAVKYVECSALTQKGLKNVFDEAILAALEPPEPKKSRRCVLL
HRas wt GTP bind = modulators of GTP binding to human HRas wildtype. P01112. GTP binding activity, % at 10 µM. hit rate 0.14% among 190,000. GST-Ras wt beads, Bodipy-FL-GTP binding, flow cytometry; actives lie on both sides. AID 759;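 active = GTP binding activity at least 20% away from the 100% baseline, either lowered as inhibitor or raised as activator; inconclusive = flagged as likely green fluorescent, judged across all proteins in the well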;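 also: 0% = unlabeled GTP competition control and 100% = no-compound control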
Target sequence (P01112 whole entry, looked up): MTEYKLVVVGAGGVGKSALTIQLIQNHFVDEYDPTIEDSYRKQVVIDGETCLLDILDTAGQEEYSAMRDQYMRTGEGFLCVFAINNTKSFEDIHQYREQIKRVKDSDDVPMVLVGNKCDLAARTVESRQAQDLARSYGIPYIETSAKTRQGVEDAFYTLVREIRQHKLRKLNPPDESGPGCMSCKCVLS
Rab7 wt modul = alters GTP binding to wildtype dog Rab7 | GST-Rab7 beads, fluorescent GTP binding, flow cytometry; actives lie on both sides; untreated = 100%, excess cold GTP = 0% | GTP binding activity (percent of control), % at 10 µM | hit rate 0.055% among 190,000;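 active = fluorescent GTP binding to Rab7 beads changed by at least 20 points from the 100% baseline, either direction, mostly lower; inconclusive = compound itself probably fluorescent, or too few beads counted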;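 also: median green fluorescence of bound Bodipy-FL-GTP per Rab7 bead population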
RGS8-Gao reg = regulators of human RGS8-Galphao interaction. response (percent of control binding), % at 10 µM. P09471. hit rate 0.34% among 220,000. multiplexed bead flow cytometry, RGS8-Galphao binding; actives lie on both sides; in the data active = response below about 60% or above about 140%; inactive = in between;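 also: Galphao activated as the GDP aluminium fluoride complex binding bead-coupled RGS8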
Target sequence (P09471 whole entry, looked up): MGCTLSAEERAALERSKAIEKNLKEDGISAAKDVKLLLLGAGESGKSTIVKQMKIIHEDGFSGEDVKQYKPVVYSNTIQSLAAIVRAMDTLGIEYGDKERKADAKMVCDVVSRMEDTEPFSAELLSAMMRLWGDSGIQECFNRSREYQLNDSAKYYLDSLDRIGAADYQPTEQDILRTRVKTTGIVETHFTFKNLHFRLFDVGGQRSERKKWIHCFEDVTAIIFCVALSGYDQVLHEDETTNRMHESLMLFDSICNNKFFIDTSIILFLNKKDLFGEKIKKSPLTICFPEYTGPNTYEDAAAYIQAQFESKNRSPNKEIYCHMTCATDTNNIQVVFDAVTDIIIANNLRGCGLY
Rab2 wt GTP = changes GTP binding to wildtype dog Rab2A, up or down | hit rate 0.19% among 190,000 | AID 760 | GTP binding activity, % at 10 µM | GST-Rab2 wt beads, Bodipy-GTP binding, flow cytometry;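 active = GTP binding activity at least 20 points away from 100%, either lowered or raised; inconclusive = signal likely due to the compound's own green fluorescence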;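 also: 0% = beads with excess unlabeled GTP and 100% = no-compound control corrected for plate trend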
Starred values were filed as active, the others as inactive; ? = inconclusive; · = not tested or not shown.

SMILES	Bim-Mcl-1	Rac1 wt GTP bind	Mcl1-Bid inh	Pf gamet viab	Rac1 mut GTP	Mcl1-Noxa inh	Cdc42 wt GTP	HRas wt GTP bind	Rab7 wt modul	RGS8-Gao reg	Rab2 wt GTP
Cc1cc2oc(C(=O)NCc3ccc4c(c3)OCO4)c(C)c2cc1C	-1	91	-23	·	84	13	87	93	94	102	89
Cc1cccc(-c2cnn(-c3cccc([N+](=O)[O-])c3)c2N)c1	0	98	-48	·	94	1	96	97	98	100	96
N#Cc1ccc(CSc2nnc(COc3ccccc3)n2-c2ccccc2)cc1	2	104	-9	5	102	6	101	101	100	102	103
Cn1c(=O)c2c(nc(NCCCO)n2Cc2cccc(Br)c2)n(C)c1=O	0	110	-63	-9	103	5	105	105	107	103	103
Cc1ccc(Nc2c(-c3ccccc3)nc3cnccn23)cc1	-2	94	-18	17	93	10	90	94	104	98	97
CC1(C)Cc2c(sc3nc(SCC(=O)O)[nH]c(=O)c23)CO1	2	107	20	-5	99	14	105	102	102	101	102
CC1=NOC(=O)/C1=C/c1ccc2c(c1)OCO2	-20	92	-47	10	92	40	93	94	95	102	92
COc1ccc(CCNC(=O)COc2ncnc3cc([N+](=O)[O-])ccc23)cc1	1	99	1	-15	99	32	102	95	95	100	92
Nc1ccc(C(=O)N/N=C/c2ccccc2)cc1	-2	104	-34	·	101	1	105	105	100	98	106
COc1ccc(NC(=O)CCCSc2ccccc2)cc1	0	95	-28	5	92	19	98	98	102	101	96
Cc1ccccc1OCC(=O)Nc1ccc(Cc2ccncc2)cc1	-5	105	-15	3	101	9	104	101	98	98	101
Cc1ccc(S(=O)(=O)NCc2nc3ccccc3c(=O)n2N)cc1	0	95	-13	·	97	0	99	97	93	95	97
O=C(O)CCCCCNC(=O)c1ccc(Br)cc1	4	101	10	·	98	1	100	100	95	105	99
Cc1cc2c(cc1C)C(c1cccc([N+](=O)[O-])c1)CC(=O)N2 (stereo not given)	-4	101	0	51*	102	8	102	101	96	101	102
O=C(O)c1ccc(CNCc2c(Cl)cccc2Cl)cc1	-8	102	-10	13	97	29	98	101	99	91	101
Nc1nonc1C(=O)N/N=C/c1ccc(-c2cccc(C(=O)O)c2)o1	0	92	-17	·	91	12	91	92	101	102	90
COc1ccc2nc(NC(=O)/C=C/c3ccc4c(c3)OCO4)sc2c1	1	104	51*	8	100	0	101	102	103	102	102
Cc1ccc(C)c(S(=O)(=O)NCCOc2nc(NC(C)C)nc(NC(C)C)n2)c1	-3	104	-1	-2	100	0	100	100	98	97	99
Cc1nn2c(N3CCN(C(=O)c4ccco4)CC3)cc(C(C)(C)C)nc2c1-c1ccc(Cl)cc1	-2	101	7	·	100	24	100	99	97	103	97
COc1cccc2cc(C(=O)N3CCN(c4ccccn4)CC3)c(=O)oc12	-1	108	-23	17	100	6	103	105	105	97	101
COc1ccccc1NC(=O)c1csc2c1CCCC2	-1	98	-5	-18	98	14	101	100	100	100	99
N#Cc1cncc(-c2ccc3c(c2)OCCOCCOCCOCCOCCO3)n1	-3	109	-32	4	99	6	100	105	108	101	101
CCN(CC)c1ccc(C(=O)N/N=C(\C)c2cccc(OC)c2)cc1	1	102	-33	2	101	7	99	100	99	104	97
CCOc1ncccc1C(=O)OCC(=O)N1CCN(S(=O)(=O)c2ccc(Cl)cc2)CC1	-1	92	-22	·	93	11	94	96	98	104	96
Cc1ccc(N(C(=O)CCl)C(C(=O)NC2CCCCC2)c2cccnc2)cc1C (stereo not given)	-4	99	-13	-29	96	21	92	98	99	105	95

(cont.)
SMILES	Bim-Mcl-1	Rac1 wt GTP bind	Mcl1-Bid inh	Pf gamet viab	Rac1 mut GTP	Mcl1-Noxa inh	Cdc42 wt GTP	HRas wt GTP bind	Rab7 wt modul	RGS8-Gao reg	Rab2 wt GTP
Nc1nc2nc(-c3cccs3)cc(C(F)(F)F)n2n1	-2	100	8	-5	93	2	96	96	98	101	96
CCN1CCCC1CNC(=O)C(=O)NCCc1ccc(OC)c(OC)c1 (stereo not given)	2	91	-11	7	96	4	101	95	97	98	101
Nc1nc(SCc2nc3scc(-c4cccs4)c3c(=O)[nH]2)n[nH]1	-3	108	-19	17	100	-12	104	100	99	101	101
Cc1ccc(-c2nnc(SCC(=O)N/N=C/c3ccccc3C(=O)O)n2-c2ccccc2)cc1	0	96	4	-19	92	-1	91	96	101	104	95
CC(NC(=O)C1CCN(S(=O)(=O)N2CCCCCC2)CC1)c1ccccc1 (stereo not given)	1	99	-5	·	95	14	100	101	100	96	100
Cc1ccc(N(Cc2cc3cc(C)ccc3[nH]c2=O)S(=O)(=O)c2ccccc2)cc1	-6	102	-9	-8	98	-62	99	96	100	102	96
Brc1ccc(N=C/C=C/C=C/Nc2ccc(Br)cc2)cc1	-3	99	-83	·	97	2	99	99	96	84	97
COc1ccc2c(c1)N(C)C(=O)CC(c1ccccc1)=N2	0	95	-32	·	95	-10	97	95	95	101	98
CCN(CC)c1ccc(/C=N/NC(=O)Cc2cccs2)cc1	-2	103	-62	23	98	48	100	100	99	99	99
CC12CN3CC(C)(CN(C1)C3c1ccc3c(c1)OCO3)C2=O (stereo not given)	0	96	-9	-29	94	-13	97	97	98	102	97
Cc1ccc(CN2CCC(c3cc(-c4cccs4)n[nH]3)CC2)cc1	0	97	-2	·	94	46	95	95	93	91	99
Cn1ncc(Cl)c1C(=O)N/N=C/c1ccccn1	0	97	-43	7	94	-4	93	96	92	99	94
COc1cccc(C2(c3cccc(OC)c3)CC2C(=O)Nc2cccc3ccccc23)c1 (stereo not given)	-3	106	-4	·	98	10	103	101	99	101	101
CCn1nnnc1NC(=O)c1ccc2ccccc2c1	-2	102	-13	-23	98	1	101	103	105	101	104
CCn1c(COc2ccccc2C)nnc1SCC(=O)O	-2	105	-15	·	99	3	104	101	102	105	101
c1cnc2ccc(C(c3nnnn3C3CCCC3)N3CCN4CCCC4C3)cc2c1 (stereo not given)	0	102	-16	-9	99	12	102	101	104	104	103
CCOc1cc(/C=C(\C#N)C(=O)NCc2cccnc2)ccc1O	2	94	-22	18	92	22	93	93	96	101	95
CCc1ccc(C(=O)/C=C/Nc2ccc(S(=O)(=O)Nc3onc(C)c3C)cc2)cc1	-5	?	-16	·	?	15	?	?	?	104	?
COCC(C)NC(C(=O)Nc1ccc(Cl)c([N+](=O)[O-])c1)c1ccccc1 (stereo not given)	-5	102	-5	·	100	16	103	100	100	98	99
c1ccc(Cc2nnc3sc(-c4cccnc4)nn23)cc1	-5	104	9	-13	101	14	104	101	99	97	102
Cc1cc(Nc2ccccc2)n(C(=O)c2ccccc2)n1	0	104	-26	·	98	-8	100	100	102	103	100
O=S(=O)(Cc1cc(-c2ccccc2Cl)no1)c1ccccc1	2	99	-7	-3	97	6	100	98	103	103	94
Cc1ccc(NC(=O)CNc2ccc(OC(C)C)cc2)c(C)c1	0	98	-40	5	94	11	98	97	97	102	98
O=C(c1ccc(COc2ccccc2Br)cc1)N1CCCCCC1	0	103	-11	-2	100	3	98	101	103	100	103
Cc1ccc(Oc2cnc3ccccc3n2)cc1	0	98	-12	1	96	5	99	98	97	101	96

Carrying on:
SMILES	Bim-Mcl-1	Rac1 wt GTP bind	Mcl1-Bid inh	Pf gamet viab	Rac1 mut GTP	Mcl1-Noxa inh	Cdc42 wt GTP	HRas wt GTP bind	Rab7 wt modul	RGS8-Gao reg	Rab2 wt GTP
CC(=O)Nc1ccc(OCC(O)CN2CCN(c3cccc(Cl)c3)CC2)cc1 (stereo not given)	2	90	-24	-43	91	5	92	92	98	102	90
Cc1scc(C(=O)N/N=C/c2ccc(Cl)s2)c1C	1	101	-12	-12	104	3	100	102	104	102	101
N/C(Cc1ccc(Cl)c(Cl)c1)=N\OC(=O)c1cccs1	16	101	-12	-12	101	23	105	104	101	100	105
Cc1ccc(NC(=O)c2c(NC(=O)CCC(=O)O)sc3c2CCCCC3)cc1	-3	101	-101	3	94	3	97	98	102	98	98
COC(=O)C1=C(N)OC2=C(C(=O)CC(C)(C)C2)C1c1cccnc1 (stereo not given)	-133	?	-54	·	?	8	?	?	?	89	?
COc1cc(/C=C/C(=O)OCC(=O)NC(=O)NC(C)C)cc(OC)c1OC	-1	99	-9	-16	95	0	96	97	101	102	95
NC(=O)C1CCN(C(=O)OCc2ccccc2)CC1	-3	104	-7	·	101	13	106	102	99	103	104
CCn1c(SCC(=O)Nc2nc(C)cs2)nnc1-c1ccoc1C	-3	94	-13	6	93	1	96	97	97	100	96
Cc1ccc(NS(=O)(=O)c2cccc(C(=O)n3ncc(C#N)c3N)c2)c(C)c1	-4	99	-18	-29	100	12	101	99	99	98	99
Cc1ccc(-n2ncc3c(SCC(=O)Nc4cc(C)on4)ncnc32)c(C)c1	0	98	-7	11	94	-3	97	100	106	107	100
O=C(CCCCCNC(=O)c1ccccc1)N/N=C/c1ccccc1	-2	105	3	-8	101	3	104	101	93	99	98
COc1ccc(C2CC(c3ccccc3)=NN2C(=O)COC(=O)c2cnc(Cl)c(Cl)c2)cc1 (stereo not given)	-1	102	-9	-17	101	-28	101	99	96	101	101
CN1C(=O)C(O)(CC(=O)c2ccncc2)c2ccccc21 (stereo not given)	1	106	-17	·	98	8	105	103	106	102	107
COc1ccc(-c2nc(CN3CCC(C(=O)N4CCc5ccccc54)CC3)c(C)o2)cc1OC	-2	100	-39	·	99	-23	103	97	95	103	99
CC(C(=O)N1CCCc2ccccc21)N1CCN(S(=O)(=O)c2ccccc2F)CC1 (stereo not given)	-8	·	-28	11	·	4	·	·	·	100	·
O=C(Nc1ccccc1)c1ccn[nH]1	-4	102	-12	·	100	-7	104	102	101	99	102
Cc1nc2ccccn2c1C(=O)Nc1ccc(Cl)cc1	0	100	-18	4	98	4	99	99	102	102	99
c1coc(CN(Cc2cccs2)Cc2nnnn2C2CCCCC2)c1	-9	101	-15	·	95	-2	96	96	99	94	96
Cn1cnnc1SCC(=O)Nc1ccc(N2CCOCC2)cc1	1	99	-40	22	96	12	94	97	98	102	97
Clc1ccc(-n2nnnc2-c2ccccc2)cc1Cl	-2	105	-25	13	99	1	99	102	102	100	102
Cc1c(C(=O)c2ccc([N+](=O)[O-])cc2)c(=O)n(C)c(=O)n1C	-1	95	-16	18	94	-1	93	97	106	100	99
O=C(Nc1ccc2c(c1)OCO2)c1cccc(Cl)c1	-1	96	-1	-12	97	8	98	99	96	104	96
N#C/C(=C\C=C\c1ccccc1[N+](=O)[O-])C(=O)NC1CCCCC1	-6	?	1	·	?	13	?	?	?	104	?
O=C(CCS(=O)(=O)c1ccc(Br)cc1)Nc1ccc(Br)cc1F	0	103	-8	-5	100	-4	102	103	101	102	101
